Source: PubChem (several laboratories)
RSV antiviral HEp-2: inhibition of RSV-induced cytopathic effect – HEp-2 cells, primary 10 µM value included (AID 2391); HEp-2 cells, RSV-induced CPE inhibition; higher % means a stronger effect; one-dose CPE inhibition, % at 10 µM; IC50 in µM for titrated hits; hit rate 0.13% among 310,000; in the data active = a potency from the dose series; inconclusive = CPE inhibition mostly from about 23% at the one dose, without a potency; inactive = the rest, 99 in 100 with CPE inhibition below about 21%; also: strong numbers were not always called active
K1F lysis inhibition: protection from phage-mediated lysis, alamar blue read-out – E. coli UTI89, K1F phage, bacterial capsule biogenesis inhibitors (AID 488966). E. coli UTI89 K1F phage lysis, alamar blue, 2 h; higher % means a stronger effect. inhibition, % at 100 µM, or IC50 in µM where a hit was titrated. hit rate 0.02% among 340,000;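 active = phage lysis inhibition, versus mean bacterial control, above a set limit; inconclusive = no clear call, values can overlap the other calls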;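 also: capsule biogenesis inhibitors block K1F phage lysis so surviving cells raise fluorescence; higher fluorescence means more inhibition of phage lysis; actives were called in the ten point dose series up to 300 µM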
NS5 inhibitors: Dengue-2 NS5 methyltransferase inhibitors, primary screen, biochemical, confirmation dose response (AID 588689). Dengue-2 NS5 methyltransferase capping enzyme assay, biochemical; higher % means a stronger effect. inhibition, % at 25 µM; hits with a dose series show IC50 in µM. hit rate 0.3% among 340,000; in the data active = a potency from the dose series; inconclusive = inhibition above about 29% without an active follow-up result
Rac1 GTP hydrolysis: MgcRacGAP GTPase-activating activity inhibitors, confirmation, biochemical, ADP Hunter fluorescence; MgcRacGAP-stimulated Rac1 GTP hydrolysis, ADP Hunter fluorescence; higher % means a stronger effect; GST-tagged Rac1 F28L mutant substrate; inhibition, % at 30 µM; hits with a dose series show IC50 in µM; hit rate 0.6% among 340,000; AID 624330;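 active = first-screen hits whose inhibition reached a set limit at any dose in the follow-up dose series; inconclusive = inhibition above the set first-screen limit but never retested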;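 also: fluorescence reports GDP produced by GAP-driven GTP hydrolysis; strong numbers were not always called active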
West Nile antiviral: inhibition of WNV-induced cytopathic effect – cell-based, CPE readout (AID 1621) | West Nile virus-infected cells, CPE inhibition; higher % means a stronger effect | one-dose CPE inhibition, % at 10 µM; IC50 in µM for titrated hits | hit rate 0.02% among 290,000; in the data active = a potency from the dose series; inconclusive = CPE inhibition mostly from about 3.7% at the one dose, without a potency; inactive = the rest, 99 in 100 with CPE inhibition below about 2.2%; also: strong numbers were not always called active
NTR1 agonist: agonists of NTR1, primary screen, imaging, U2OS cells, beta-arrestin-GFP, high content (AID 493036). NTR1-U2OS beta-arrestin-GFP spot imaging, agonist mode. activation, % at 20 µM. hit rate 0.17% among 330,000;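 active = activation at or above 40% of the spot to cytoplasm intensity ratio, with at least 20 cells analyzed; inconclusive = wells under 20 cells, flagged as cytotoxic or low count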;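 also: 0% = DMSO without peptide and 100% = 100 nM NTR1 peptide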
Target sequence (P30989 whole entry, looked up): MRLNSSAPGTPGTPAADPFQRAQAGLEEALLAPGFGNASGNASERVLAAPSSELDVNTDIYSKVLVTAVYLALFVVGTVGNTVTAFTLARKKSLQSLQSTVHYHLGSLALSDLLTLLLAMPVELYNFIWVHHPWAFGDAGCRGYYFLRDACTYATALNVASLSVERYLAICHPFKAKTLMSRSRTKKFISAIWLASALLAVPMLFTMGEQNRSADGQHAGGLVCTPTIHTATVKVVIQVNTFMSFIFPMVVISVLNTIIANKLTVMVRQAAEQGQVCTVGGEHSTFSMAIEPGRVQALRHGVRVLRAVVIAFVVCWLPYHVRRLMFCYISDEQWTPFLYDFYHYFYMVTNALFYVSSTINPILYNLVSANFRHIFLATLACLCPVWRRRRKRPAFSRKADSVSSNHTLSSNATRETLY
SIAH1 antagonists: Siah-1 peptide-binding antagonists, primary screen, biochemical, fluorescence polarization, rhodamine-plectin, uHTS (AID 1817). Siah-1 / rhodamine-plectin peptide fluorescence polarization; higher % means a stronger effect. displacement, % at 20 µM; hits with a dose series show IC50 in µM. hit rate 0.02% among 290,000;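 active = displacement of at least 50% at 20 µM, with a fluorescence ratio check between 0.3 and a set limit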;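 also: plate controls were Siah plus tracer with DMSO for no effect and tracer alone without Siah for full effect; strong numbers were not always called active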
AID2073: disruptors of CaV2.2 binding to Mint1 – biochemical, HTRF (AID 2073); HTRF protein-protein interaction, Mint1-CaV2.2; higher % means a stronger effect; one-dose inhibition, % at 20 µM; IC50 in µM for titrated hits; hit rate 0.19% among 290,000; in the data active = inhibition mostly above about 51%, no sharp cut-off; inconclusive = no clear call, values can overlap the other calls; inactive = mostly below about 53%; also: some results filed as inactive read as strong as hits
SV40 large T antigen: TAg ATPase/helicase activity blockers – biochemical (AID 1903) | SV40 large T antigen ATPase/helicase inhibition assay; higher % means a stronger effect | inhibition, % at 20 µM; hits with a dose series show IC50 in µM | hit rate 0.39% among 310,000; in the data active = a potency from the dose series; inconclusive = inhibition mostly from about 32% at the one dose, without a potency; inactive = the rest, 99 in 100 with inhibition below about 32%; also: strong numbers were not always called active
NTR1 agonist cell count 20 µM: also measured in NTR1 agonist; calls as there; cell count; measured here: cell count, cytotoxicity flag
NS5 inhibitors pilot replicate: second read-out of NS5 inhibitors, no call of its own (marks repeat the call); inhibition, %; measured here: pilot screen replicate inhibition
The depositor's hits bear a star; [ ] = dose if it differs, or a comment.

`CCOC(=O)CSc1nnc(CNC(=O)c2ccc(OC)c(OC)c2)n1C` gave RSV antiviral HEp-2 1.7%, K1F lysis inhibition 0.3%, NS5 inhibitors -2%, Rac1 GTP hydrolysis 3%, West Nile antiviral 0.6%, NTR1 agonist 0.9, SIAH1 antagonists -4%, AID2073 1%, SV40 large T antigen -4% and NTR1 agonist cell count 20 µM 96.
O=C(COc1ccc(F)cc1Cl)N1CCN(C(=O)c2cccs2)CC1 was read as K1F lysis inhibition -0.1%[50 µM], NS5 inhibitors -7%, Rac1 GTP hydrolysis 1%, NTR1 agonist -2.3 and NTR1 agonist cell count 20 µM 56.
Screening Cc1ccc2nc(C3CCCN(C(=O)NCc4ccccc4)C3)[nH]c2c1 (stereo not drawn) returned RSV antiviral HEp-2 2.4%, K1F lysis inhibition 3.0%, NS5 inhibitors 0%, Rac1 GTP hydrolysis 8%, West Nile antiviral -0.8%, NTR1 agonist 1.5, SIAH1 antagonists -1%, AID2073 2%, SV40 large T antigen 18% and NTR1 agonist cell count 20 µM 79.
O=C(NCCc1nnc2ccc(SCC(=O)N3CCCC3)nn12)c1ccc(F)cc1 was read as RSV antiviral HEp-2 1.0%, K1F lysis inhibition -0.1%, NS5 inhibitors -3%, Rac1 GTP hydrolysis 6%, West Nile antiviral 0.1%, NTR1 agonist 0.2, SIAH1 antagonists 10%, AID2073 0%, SV40 large T antigen 1% and NTR1 agonist cell count 20 µM 60.
COc1ccc(CCNS(=O)(=O)c2cc3c4c(c2)CC(=O)N4CCC3)cc1 was read as RSV antiviral HEp-2 11%, K1F lysis inhibition 0.0%, NS5 inhibitors -11%, Rac1 GTP hydrolysis 12%, West Nile antiviral 0.0%, NTR1 agonist 0.4, SIAH1 antagonists -3%, AID2073 0%, SV40 large T antigen 9% and NTR1 agonist cell count 20 µM 60.
O=[N+]([O-])c1ccccc1S(=O)(=O)NC1CCCC1 was read as RSV antiviral HEp-2 0.8%, West Nile antiviral -0.3%, NTR1 agonist 1.1, SIAH1 antagonists 5%, AID2073 -11%, SV40 large T antigen 18% and NTR1 agonist cell count 20 µM 59.
O=C(CSc1nc(O)c(C2CCCCC2)c(=O)[nH]1)N1CCOCC1 was read as RSV antiviral HEp-2 3.0%, K1F lysis inhibition 0.0%, NS5 inhibitors -6%, Rac1 GTP hydrolysis 4%, West Nile antiviral 1.6%, NTR1 agonist -1.2, SIAH1 antagonists 4%, AID2073 7%, SV40 large T antigen 24% and NTR1 agonist cell count 20 µM 49.
`NNc1ccccc1C(F)(F)F` gave K1F lysis inhibition 0.3%, NS5 inhibitors 2%, Rac1 GTP hydrolysis 7%, West Nile antiviral -0.3%, SIAH1 antagonists 15%, AID2073 -28% and SV40 large T antigen 13%.
`C=CCNc1ncnc2c1cnn2-c1ccc(C)cc1C` gave RSV antiviral HEp-2 3.8%, K1F lysis inhibition -0.3%, NS5 inhibitors 0%, Rac1 GTP hydrolysis 8%, West Nile antiviral 0.2%, NTR1 agonist -3.3, SIAH1 antagonists 3%, AID2073 21%, SV40 large T antigen 3% and NTR1 agonist cell count 20 µM 90.
Screening CCCn1c2ccccc2c2nnc(SCC(=O)Nc3c(C)n(C)n(-c4ccccc4)c3=O)nc21 returned RSV antiviral HEp-2 inconclusive, K1F lysis inhibition 1.4%, NS5 inhibitors -1%, Rac1 GTP hydrolysis 7%, West Nile antiviral 0.2%, NTR1 agonist 0.0, SIAH1 antagonists 4%, AID2073 -3%, SV40 large T antigen 12% and NTR1 agonist cell count 20 µM 43.
For CCN1CCN(CCC(=O)Nc2cccc(C)c2)CC1 the results were RSV antiviral HEp-2 0.7%, K1F lysis inhibition 1.0%, NS5 inhibitors -7%, Rac1 GTP hydrolysis 14%, West Nile antiviral inconclusive, NTR1 agonist -0.9, SIAH1 antagonists -1%, AID2073 4%, SV40 large T antigen 1% and NTR1 agonist cell count 20 µM 70.
Screening Cc1ccc(NC(=O)C2CC3CCC2C3)c(Br)c1 (stereo not drawn) returned RSV antiviral HEp-2 1.7%, K1F lysis inhibition 0.9%, NS5 inhibitors -2%, Rac1 GTP hydrolysis 9%, West Nile antiviral -1.0%, NTR1 agonist 3.8, SIAH1 antagonists -3%, AID2073 -6%, SV40 large T antigen 8% and NTR1 agonist cell count 20 µM 61.
CC1(c2ccc3ccccc3c2)NC(=O)N(CC(=O)N2CCCC(C(F)(F)F)C2)C1=O (stereo not drawn) was read as RSV antiviral HEp-2 0.5%, K1F lysis inhibition 0.5%[50 µM], NS5 inhibitors -8%, Rac1 GTP hydrolysis 5%, NTR1 agonist -1.0 and NTR1 agonist cell count 20 µM 69.
S=C(NCCNC(=S)Nc1ccccc1)Nc1ccccc1 was read as RSV antiviral HEp-2 -0.1%, K1F lysis inhibition -0.9%, NS5 inhibitors -10%, Rac1 GTP hydrolysis -1%, West Nile antiviral -0.7%, NTR1 agonist -1.0, SIAH1 antagonists 0%, AID2073 -14%, SV40 large T antigen 3% and NTR1 agonist cell count 20 µM 50.
COc1cccc(C(=O)Nc2cccc(S(=O)(=O)NC3=NCCC3)c2)c1 was read as RSV antiviral HEp-2 1.0%, K1F lysis inhibition 0.6%[50 µM], NS5 inhibitors 0%, Rac1 GTP hydrolysis 3%, NTR1 agonist 0.6 and NTR1 agonist cell count 20 µM 46.
C=C(C)c1cccc(C(C)(C)NC(=O)N2CCCC(C(N)=O)C2)c1 (stereo not drawn) was read as RSV antiviral HEp-2 0.9%, K1F lysis inhibition 0.6%, Rac1 GTP hydrolysis 9%, West Nile antiviral 0.2%, NTR1 agonist -0.5, SIAH1 antagonists 0%, AID2073 4%, SV40 large T antigen -2% and NTR1 agonist cell count 20 µM 52.
Screening O=C(N/N=C/c1ccc(Cl)c([N+](=O)[O-])c1)c1cc(-c2ccccc2)nc2ccccc12 returned RSV antiviral HEp-2 -1.3%, K1F lysis inhibition 0.5%, NS5 inhibitors -9%, Rac1 GTP hydrolysis 1%, West Nile antiviral 0.1%, NTR1 agonist 0.4, SIAH1 antagonists 6%, AID2073 28%, SV40 large T antigen 22% and NTR1 agonist cell count 20 µM 80.
For CC(C)(C)Cc1nnc(NC(=O)c2ccc3c(c2)OCO3)s1 the results were RSV antiviral HEp-2 1.3%, K1F lysis inhibition 0.1%, NS5 inhibitors -3%, Rac1 GTP hydrolysis 2%, West Nile antiviral 0.8%, NTR1 agonist -2.1, SIAH1 antagonists -5%, AID2073 -1%, SV40 large T antigen 4% and NTR1 agonist cell count 20 µM 58.
Cc1ccc(S(=O)(=O)CCC(=O)OC(C)C(=O)c2c(C)[nH]c3ccccc23)cc1 (stereo not drawn) was read as RSV antiviral HEp-2 3.1%, K1F lysis inhibition 1.1%[50 µM], NS5 inhibitors -5%, Rac1 GTP hydrolysis -1%, West Nile antiviral 0.4%, NTR1 agonist -0.4, SIAH1 antagonists 5%, AID2073 0%, SV40 large T antigen 6% and NTR1 agonist cell count 20 µM 54.
Screening CC(C)CC(=O)Nc1c2c(nn1-c1cccc(Cl)c1)CS(=O)C2 (stereo not drawn) returned RSV antiviral HEp-2 -0.4%, K1F lysis inhibition -0.1%, NS5 inhibitors -1%, West Nile antiviral 0.1%, NTR1 agonist 1.0, SIAH1 antagonists -4%, AID2073 5%, SV40 large T antigen -3% and NTR1 agonist cell count 20 µM 93.

Filtered by structure, the compounds so far with a nitro group on carbon
O=[N+]([O-])c1ccccc1S(=O)(=O)NC1CCCC1 was read as RSV antiviral HEp-2 0.8%, West Nile antiviral -0.3%, NTR1 agonist 1.1, SIAH1 antagonists 5%, AID2073 -11%, SV40 large T antigen 18% and NTR1 agonist cell count 20 µM 59.
Screening O=C(N/N=C/c1ccc(Cl)c([N+](=O)[O-])c1)c1cc(-c2ccccc2)nc2ccccc12 returned RSV antiviral HEp-2 -1.3%, K1F lysis inhibition 0.5%, NS5 inhibitors -9%, Rac1 GTP hydrolysis 1%, West Nile antiviral 0.1%, NTR1 agonist 0.4, SIAH1 antagonists 6%, AID2073 28%, SV40 large T antigen 22% and NTR1 agonist cell count 20 µM 80.

Later entries:
Screening O=C(NCCC1CCCCN1S(=O)(=O)c1ccccc1)C(=O)NC1CC1 (stereo not drawn) returned RSV antiviral HEp-2 -1.1%, K1F lysis inhibition -1.6%, NS5 inhibitors -4%, Rac1 GTP hydrolysis 10%, NTR1 agonist 1.7, SV40 large T antigen 9% and NTR1 agonist cell count 20 µM 70.
`COc1ccc(C2CC(c3ccccc3)=NN2c2ccc(Cl)c(C(=O)O)c2)cc1` (stereo not drawn) gave RSV antiviral HEp-2 -0.3%, K1F lysis inhibition -0.4%, NS5 inhibitors 40µM*, Rac1 GTP hydrolysis -3%, West Nile antiviral 0.3%, NTR1 agonist -1.4, SIAH1 antagonists -6%, AID2073 inconclusive, SV40 large T antigen 8% and NTR1 agonist cell count 20 µM 18.
Screening O=C1CC(c2ccccc2)n2nc(NC(=O)C3CCCO3)nc2N1 (stereo not drawn) returned RSV antiviral HEp-2 1.1%, K1F lysis inhibition 1.9%, NS5 inhibitors -2%, Rac1 GTP hydrolysis 14%, West Nile antiviral -0.1%, NTR1 agonist 0.6, SIAH1 antagonists 4%, AID2073 3%, SV40 large T antigen 9% and NTR1 agonist cell count 20 µM 34.
`COc1ccc(-n2c(-c3ccc(Br)cc3)c[n+]3c2CCc2ccccc2-3)cc1` gave RSV antiviral HEp-2 16%, K1F lysis inhibition -0.2%, NS5 inhibitors -11%, Rac1 GTP hydrolysis 17%, West Nile antiviral -1.7%, NTR1 agonist -0.6, SIAH1 antagonists 0%, AID2073 1%, SV40 large T antigen 6% and NTR1 agonist cell count 20 µM 74.
Screening CC12CC3(C)CC(C)(C1)CC(C(=O)NC1=NCCS1)(C2)C3 returned RSV antiviral HEp-2 4.7%, K1F lysis inhibition -1.1%, NS5 inhibitors 4%, Rac1 GTP hydrolysis -8%, West Nile antiviral -0.6%, NTR1 agonist 5.1, NTR1 agonist cell count 20 µM 73 and NS5 inhibitors pilot replicate 0.4.
Screening COc1ccc(NC(=O)C(=O)NCCC2CCCCN2S(=O)(=O)c2ccc(F)cc2)cc1 (stereo not drawn) returned RSV antiviral HEp-2 0.4%, K1F lysis inhibition 1.2%[50 µM], NS5 inhibitors 6%, Rac1 GTP hydrolysis 1%, NTR1 agonist 3.1, SV40 large T antigen 7% and NTR1 agonist cell count 20 µM 45.
